# ATG4B inhibitor: inhibitors of human ATG4B cysteine protease. Q9Y4P1. ATG4B cleavage of LC3-PLA2, NBD-HPC fluorescence, 1 h. inhibition, % at 8.33 µM. actives 0.51% (n = 340,000); in the data active means inhibition above about 40%
# mIAP activ: mouse IAP activation; muIAP, CDP-Star luminescence, 30 min; active compounds read high; 1 = vehicle-only enzyme signal, 0 = enzyme-free wells; activation factor at 10 µM; actives 0.24% (n = 330,000);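 active means activation factor of at least 2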; further: the source names both 10 and 20 µM as test concentration; values of inactives mirror those of a sister screen read the other way
#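 System: mouse IAP enzyme. Reagent: CDP-Star chemiluminescent phosphatase substrate. Benchmarks: DMSO wells, no-enzyme wells. Times: 30 min enzyme-substrate-compound incubation at room temperature. Detection: luminescence from enzymatic CDP-Star hydrolysis. Doses: test compounds delivered from DMSO solution.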
# mIAP inh: mouse IAP inhibition; purified mouse IAP, CDP-Star luminescence, 30 min; inhibition, % at 10 µM; actives 0.2% (n = 330,000); AID 2806;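 active means inhibition of at least 40% at 10 µM in the primary screen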;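 further: plate controls were DMSO with enzyme for no effect and no enzyme wells for full effect; values of inactives mirror those of a sister screen read the other way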
# APOBEC3A inh: human APOBEC3A DNA deaminase inhibition; P31941; recombinant A3A, FAM/TAMRA ssDNA deamination fluorescence; inhibition, % at 20 µM; actives 0.41% (n = 330,000); AID 493011;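 active means at least 40% inhibition at 20 µM here, with at most 30% in a related deaminase screen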;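 further: plate controls were A3A with DMSO for no effect and wells lacking A3A enzyme for full effect; some results filed as inactive read as strong as hits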
# Target sequence (P31941 whole entry, looked up): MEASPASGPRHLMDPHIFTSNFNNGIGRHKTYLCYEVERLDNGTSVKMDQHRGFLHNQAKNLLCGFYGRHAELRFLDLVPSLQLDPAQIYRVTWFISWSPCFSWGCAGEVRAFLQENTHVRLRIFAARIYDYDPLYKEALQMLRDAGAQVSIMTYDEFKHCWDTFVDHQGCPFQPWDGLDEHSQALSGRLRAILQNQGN
# hIAP activ: human IAP activation | P09923 | purified human IAP, CDP-Star luminescence, 30 min; active compounds read high; 1 = vehicle-only enzyme, 0 = enzyme-free background | activation factor at 10 µM | actives 0.16% (n = 330,000) | AID 2524;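 active means activation factor of the enzyme at least 2-fold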; further: the source names both 10 and 20 µM as test concentration; values of inactives mirror those of a sister screen read the other way
# Target sequence (P09923 whole entry, looked up): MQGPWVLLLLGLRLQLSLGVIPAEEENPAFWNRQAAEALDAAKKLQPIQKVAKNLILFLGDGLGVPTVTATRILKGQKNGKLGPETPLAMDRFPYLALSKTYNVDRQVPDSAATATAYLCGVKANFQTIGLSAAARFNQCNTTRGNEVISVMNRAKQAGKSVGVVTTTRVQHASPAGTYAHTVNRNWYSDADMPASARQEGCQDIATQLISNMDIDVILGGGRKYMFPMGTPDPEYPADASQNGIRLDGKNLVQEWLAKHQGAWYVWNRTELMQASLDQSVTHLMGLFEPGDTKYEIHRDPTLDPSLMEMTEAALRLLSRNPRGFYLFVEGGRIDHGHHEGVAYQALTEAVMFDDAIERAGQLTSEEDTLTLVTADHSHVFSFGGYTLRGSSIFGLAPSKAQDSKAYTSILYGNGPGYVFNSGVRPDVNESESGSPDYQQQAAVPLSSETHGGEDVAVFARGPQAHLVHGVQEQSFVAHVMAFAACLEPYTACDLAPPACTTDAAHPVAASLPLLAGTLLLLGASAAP
# HKDC1 inh: HKDC1 (human) hexokinase inhibition; Q2TB90; inhibition, % at 20 µM; AID 493160; recombinant HKDC1, G6PDH/diaphorase resazurin coupled fluorescence; actives 0.16% (n = 340,000);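 active means inhibition above about 35% when tested at 20 µM, limit read from the data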;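 further: plate controls were DMSO wells with enzyme for no effect and DMSO wells lacking enzyme for full effect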
#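 System: Recombinant HKDC1 hexokinase | Amount: HKDC1 at 5 µg/mL | Reagent: Glucose with 1 mM ATP | Doses: Single 20 µM dose | Incubation: Reaction time 90 min, room temperature, protected from light | Signal: Coupled resazurin fluorescence, excitation 525 nm, emission 613 nm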
# hIAP block: human IAP inhibition; inhibition, % at 10 µM; purified IAP, CDP-Star luminescence, 30 min; actives 0.12% (n = 330,000); P09923; AID 2544;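 active means inhibition reaching a set limit with compound at 10 µM in the primary screen, cut at about 35% in these data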;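 further: plate controls were DMSO wells with enzyme for no effect and no-enzyme buffer wells for full effect; values of inactives mirror those of a sister screen read the other way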
# PfGluPho inh: PfG6PD (Plasmodium falciparum) enzyme inhibition. PfGluPho enzyme, NADPH resazurin-diaphorase fluorescence. inhibition, % at 20 µM. actives 0.78% (n = 350,000);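 active means inhibition reaching at least a set limit at 20 µM in the primary screen, cut at about 59% in these data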;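 further: 0% = DMSO wells with substrate and 100% = DMSO wells lacking glucose-6-phosphate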
# Active calls of the source: *; x = no result given.
SMILES,ATG4B inhibitor,mIAP activ,mIAP inh,APOBEC3A inh,hIAP activ,HKDC1 inh,hIAP block,PfGluPho inh
Cc1ccc(NC(=O)CSc2nc3ccccc3c(=O)n2CCCC(=O)N2CCCC2)cc1,-10,1,-4,2,0.94,0,6,10
CC(=O)c1ccc(N(CC(=O)NC2CCCC2)C(=O)CNC(=O)c2ccco2)cc1,9,0.96,4,0,0.78,-3,22,0
O=S(=O)(c1cccc2nonc12)N1CCN(c2ccccc2F)CC1,11,1,-2,2,1,-8,0,-8
Cc1cc(C(=O)NCCC2=CCCCC2)c(C)o1,-8,0.96,4,-6,0.94,-3,6,1
CN(c1ccc(C(=O)Nc2ccccc2Sc2ccccc2)cc1)S(C)(=O)=O,-5,0.78,22,1,1.1,7,-6,14
O=C(Nc1ccc(Cc2ccc(NC(=O)N3CCOCC3)cc2)cc1)N1CCOCC1,-8,1,-3,2,1.1,-3,-15,19
Cc1ccc(S(=O)(=O)N2C[C@@H]3CCCC[C@@H]3[C@@H](C)[C@H]2CC(=O)c2ccccc2)cc1,-3,0.93,7,2,x,-3,x,7
O=[N+]([O-])c1cccc(/C=N/n2cnnc2)c1O,4,0.88,12,4,0.95,-5,5,24
CCCCN(CCCC)CC(O)Cn1c2ccccc2c(=O)c2ccccc21 (stereo not given),1,1.1,-7,-3,1.1,-2,-15,17
O=C(CCNC(=O)c1ccc([N+](=O)[O-])cc1)Nc1ccccc1N1CCOCC1,4,0.91,10,6,0.93,3,7,-16
O=C(Cn1c(=O)n(CC(=O)N2CCCCC2)c(=O)c2sccc21)NCc1ccccc1,-8,0.94,6,-3,1.2,0,-19,3
CCc1nn(C(C)C(=O)Nc2cccc(C)c2C)c(=O)c2cc3occc3n12 (stereo not given),-5,1,-3,2,1,-5,-2,17
Cc1c(C(=O)NCc2ccc3c(c2)OCO3)cccc1[N+](=O)[O-],5,1,-2,-2,0.98,10,2,-26
C[C@@H]1O[C@@H](O[C@H]2[C@H](O)[C@@H](O)[C@H](Oc3c(-c4ccc(O)cc4)oc4cc(O)cc(O)c4c3=O)O[C@@H]2CO)[C@H](O)[C@H](O)[C@H]1O,2,1.1,-5,5,1,0,-4,-7
CCOC(=O)c1sc(NC(=O)c2c(OC)cccc2OC)nc1C,30,1.1,-7,-2,1,0,0,-10

# Only hIAP block and APOBEC3A inh, for three of the compounds above:
SMILES | hIAP block | APOBEC3A inh
O=C(Cn1c(=O)n(CC(=O)N2CCCCC2)c(=O)c2sccc21)NCc1ccccc1 | -19 | -3
C[C@@H]1O[C@@H](O[C@H]2[C@H](O)[C@@H](O)[C@H](Oc3c(-c4ccc(O)cc4)oc4cc(O)cc(O)c4c3=O)O[C@@H]2CO)[C@H](O)[C@H](O)[C@H]1O | -4 | 5
Cc1ccc(NC(=O)CSc2nc3ccccc3c(=O)n2CCCC(=O)N2CCCC2)cc1 | 6 | 2

# Profiles, quoted from the list:
# Entry for Cc1cc(C(=O)NCCC2=CCCCC2)c(C)o1 → ATG4B inhibitor: -8; mIAP activ: 0.96; mIAP inh: 4; APOBEC3A inh: -6; hIAP activ: 0.94; HKDC1 inh: -3; hIAP block: 6; PfGluPho inh: 1
# Entry for CC(=O)c1ccc(N(CC(=O)NC2CCCC2)C(=O)CNC(=O)c2ccco2)cc1 → ATG4B inhibitor: 9; mIAP activ: 0.96; mIAP inh: 4; APOBEC3A inh: 0; hIAP activ: 0.78; HKDC1 inh: -3; hIAP block: 22; PfGluPho inh: 0

# (next part)
SMILES,ATG4B inhibitor,mIAP activ,mIAP inh,APOBEC3A inh,hIAP activ,HKDC1 inh,hIAP block,PfGluPho inh
O=C(CCC(=O)OCc1ccc(Br)cc1)Nc1ccccc1,1,1,-4,-6,0.98,-3,2,2
O=C1Nc2ccccc2N(O)N1c1cc(-c2ccccc2Cl)no1,-8,0.97,3,-2,0.88,-3,12,5
COc1ccc(OCc2n(CC(=O)OC3CC(C)CCC3C(C)C)c3ccccc3[n+]2C)cc1 (stereo not given),19,0.99,1,10,1.2,16,-20,18
O=C(NC(=S)Nc1ccccc1N1CCCC1)c1ccco1,-3,0.84,16,0,1.6,2,-55,26
O=C(NCC(=O)N1CC(O)CC1C(=O)N1CC(O)CC1C(=O)OCc1ccccc1)OCc1ccccc1 (stereo not given),-4,1.1,-6,0,0.92,18,8,-12
COc1ccccc1C1=CC(=O)CCC1,10,1.1,-6,-3,0.93,4,7,-12
O=C(NCCc1ccccc1)C(=O)NCC1OCCN1S(=O)(=O)c1ccc(F)cc1 (stereo not given),-22,1,-1,1,0.89,-7,11,-1
Cc1cc(C)c(C#N)c(SCC(=O)N(C)C2CCCCC2)n1,-5,1.1,-6,0,0.94,0,6,-8
Nc1c(C(=O)c2ccc(Cl)cc2)sc2c1c(=O)[nH]c(=O)n2-c1ccccc1,0,1,0,-3,0.87,-2,13,-2
CCO[C@H]1OC(C(=O)NC2CC2)=C[C@@H](C2CC2)[C@@H]1CCCO,-15,0.98,2,-4,0.95,-1,5,5
COc1ccc(NC(=O)c2cc(-c3ccccc3Cl)on2)cc1OC,-6,0.83,17,-6,1,-2,-4,2
COc1ccc(NC(=O)C2Cc3ccccc3CN2C(=O)c2ccccc2)cn1 (stereo not given),-7,1,-2,-1,0.88,1,12,61*
COC(=O)Nc1ccc(S(=O)(=O)N2CCCC(C(=O)N3CCCCC3)C2)cc1 (stereo not given),0,0.92,8,2,1.1,-3,-12,-5
O=c1c2c(ncn1CCO)nc1n2CCC1,-7,0.96,4,-1,0.8,-2,20,8
O=C(NC1CCCC1)c1cccc(NC(=O)c2ccco2)c1,-1,1,-1,-2,0.87,-4,13,0
Cn1c(C(=O)N2CCCC(C(=O)O)C2)cc2sccc21 (stereo not given),-4,0.97,3,-5,0.99,-9,1,-15
CCCCN(C(=O)c1ccc(NC2CC2)c([N+](=O)[O-])c1)c1c(N)n(CC(C)C)c(=O)[nH]c1=O,-26,0.95,5,2,1,4,-2,-22
CCOc1ccc(CN(C)C(=O)NNC(=O)c2ccc(C)cc2)cc1OC,0,0.95,5,-3,1.1,1,-6,-17
CN=C1CC(C)(C)CC(=O)/C1=C(/O)CCCN1C(=O)c2ccccc2C1=O,0,1,-3,-3,1.1,-4,-12,-7
COc1ccc(OC)c(NC(=O)CNC(c2ccccc2)c2ccccc2)c1,3,1.1,-7,0,0.94,3,6,-2
COc1ccc(S(=O)(=O)N2CCOCC2)cc1NC(=O)c1ccccc1C,4,0.97,3,-1,1.1,0,-7,-3
Cc1cc(NC(=O)c2cccc([N+](=O)[O-])c2)no1,-2,1.1,-6,-1,1.2,2,-22,6
COc1ccc(/C=C(/C#N)C(=O)Nc2cccc(C)c2C)cc1C(=O)O,8,1,-4,-10,1,-3,-1,-7
Cc1noc(C)c1S(=O)(=O)N(C)C[C@H]1Oc2ccc(NS(=O)(=O)c3cn(C)cn3)cc2C(=O)N([C@H](C)CO)C[C@@H]1C,1,1,-3,-2,1.1,-6,-7,-11
Cc1cc(C)c(C)c(S(=O)(=O)NCc2cccnc2)c1C,0,0.98,2,-7,0.87,-14,13,7
O=c1cc(CSc2nc3cc(Cl)ccc3o2)nc2sccn12,-1,1.1,-5,-2,1.3,11,-27,80*
COc1ccc(/C=N/NC(=O)c2ccncc2)cc1[N+](=O)[O-],-8,1,-1,2,1.1,-8,-12,4
COc1ccc(C(=O)COC(=O)/C=C/c2ccc(S(=O)(=O)Nc3cccc(S(N)(=O)=O)c3)cc2)cc1,-7,0.86,14,1,1,0,-3,-20
Cc1nc(=O)c(-c2ccccc2)c(C)n1-c1ccc(S(N)(=O)=O)cc1,-6,1.1,-6,-1,1.1,-6,-8,-4
O=C(CC(=O)Nc1ccccn1)Nc1ccccn1,3,1.1,-9,-1,1.1,0,-11,-16

# Fetched by structure from above (6):
SMILES,ATG4B inhibitor,mIAP activ,mIAP inh,APOBEC3A inh,hIAP activ,HKDC1 inh,hIAP block,PfGluPho inh
COc1ccc(OC)c(NC(=O)CNC(c2ccccc2)c2ccccc2)c1,3,1.1,-7,0,0.94,3,6,-2
O=C(CC(=O)Nc1ccccn1)Nc1ccccn1,3,1.1,-9,-1,1.1,0,-11,-16
COc1ccc(C(=O)COC(=O)/C=C/c2ccc(S(=O)(=O)Nc3cccc(S(N)(=O)=O)c3)cc2)cc1,-7,0.86,14,1,1,0,-3,-20
COc1ccc(S(=O)(=O)N2CCOCC2)cc1NC(=O)c1ccccc1C,4,0.97,3,-1,1.1,0,-7,-3
O=c1cc(CSc2nc3cc(Cl)ccc3o2)nc2sccn12,-1,1.1,-5,-2,1.3,11,-27,80*
Cc1noc(C)c1S(=O)(=O)N(C)C[C@H]1Oc2ccc(NS(=O)(=O)c3cn(C)cn3)cc2C(=O)N([C@H](C)CO)C[C@@H]1C,1,1,-3,-2,1.1,-6,-7,-11

# (list continues)
SMILES,ATG4B inhibitor,mIAP activ,mIAP inh,APOBEC3A inh,hIAP activ,HKDC1 inh,hIAP block,PfGluPho inh
COc1cc2[nH]c(=O)n(CCC(=O)N3CCN(c4cccc(C)c4C)CC3)c(=O)c2cc1OC,-5,1,-2,0,1,1,-2,-15
CC1(C)C=C2[C@H]3CC[C@@H]4[C@@]5(C)CCC(=O)C(C)(C)[C@@H]5CC[C@@]4(C)[C@]3(C)CC[C@@]2(C(=O)O)CC1,-1,0.92,8,-5,0.91,9,9,-28
CCCCCCCCCCC[N+](C)(C)CC/C=C1/c2ccccc2Sc2ccc(Cl)cc21,47*,0.95,5,2,1.5,2,-51,38
N#CCCCn1c(=O)oc2ccccc21,6,0.93,7,-4,0.87,-12,13,-7
COCCCNC(=O)CN1C(=O)COc2ccc(S(=O)(=O)N3CCCCCC3)cc21,-4,1,-4,-5,1.1,-3,-7,1
CC(=O)Oc1ccc(/C(C)=N\N2CCN(Cc3ccc(Cl)cc3)CC2)cc1,1,1,-5,-8,1,-2,0,7
COC(CNC(=O)CCc1c(C)nc2c(-c3ccc(F)cc3)c(C)nn2c1C)OC,1,1,-2,-4,1.2,-2,-19,-3
COc1ccc(C(=O)NCC(=O)NCC(=O)OCc2ccc(Br)cc2)cc1,-19,0.91,10,0,0.91,-4,10,-17
NNC(=O)c1ccc2nc(-c3ccc(Br)cc3)cn2c1,-14,1,-5,-5,0.99,4,1,32
O=C(CNC(=O)c1cc2c(s1)CCC2)Nc1ccccc1Br,-5,1.1,-7,6,0.86,0,14,-1
Cc1cc(C=O)c(C)n1-c1ccc(N2CCCC2)c([N+](=O)[O-])c1,0,0.93,7,-2,0.95,-1,5,20
Cc1cc(C)nc(/N=C2\NC(=O)CC3C(=O)NCCN23)n1 (stereo not given),-12,0.95,5,-1,1.2,-5,-22,0
CCCCNC(=O)CSc1nnc(Cc2ccccc2)n1CC,-16,1.1,-8,0,1.1,-3,-12,-4
